TDP43 rescue – qHTS of TDP-43 Inhibitors; TDP-43 expressing yeast growth rescue, BacTiter-Glo, 24 h; AID 652104, 2013; Potency, µM (highest dose often 46.1 µM), for the others: at the top dose growth rescue (activation), actives largely listed as activators; 410,000 tested, 1.8% active; also: % of control where 0% means no effect; nearly all actives have a fitted effect of over 50% in size
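Luminescence from BacTiter-Glo reports growth of TDP-43-expressing yeast after 24 hr at 30 deg C with compound. Cells were raffinose-pregrown to mid-log, then seeded in galactose medium at OD600=0.02.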
EPAC1 agonist – qHTS for Agonist of cAMP-regulated guanine nucleotide exchange factor 3 (EPAC1): primary screen; AID 720707, 2013; EPAC1 agonist qHTS, biochemical assay; response scale: 100% = response to 6.5 mM cAMP; Rap guanine nucleotide exchange factor 3 (Homo sapiens), O95398; Potency, µM (doses to about 154 µM), without a hit: top-dose activation, hits mostly activators; 360,000 tested, 0.073% active; also: nearly all actives have a fitted effect of over 60% in size
Target sequence (O95398 whole entry, looked up): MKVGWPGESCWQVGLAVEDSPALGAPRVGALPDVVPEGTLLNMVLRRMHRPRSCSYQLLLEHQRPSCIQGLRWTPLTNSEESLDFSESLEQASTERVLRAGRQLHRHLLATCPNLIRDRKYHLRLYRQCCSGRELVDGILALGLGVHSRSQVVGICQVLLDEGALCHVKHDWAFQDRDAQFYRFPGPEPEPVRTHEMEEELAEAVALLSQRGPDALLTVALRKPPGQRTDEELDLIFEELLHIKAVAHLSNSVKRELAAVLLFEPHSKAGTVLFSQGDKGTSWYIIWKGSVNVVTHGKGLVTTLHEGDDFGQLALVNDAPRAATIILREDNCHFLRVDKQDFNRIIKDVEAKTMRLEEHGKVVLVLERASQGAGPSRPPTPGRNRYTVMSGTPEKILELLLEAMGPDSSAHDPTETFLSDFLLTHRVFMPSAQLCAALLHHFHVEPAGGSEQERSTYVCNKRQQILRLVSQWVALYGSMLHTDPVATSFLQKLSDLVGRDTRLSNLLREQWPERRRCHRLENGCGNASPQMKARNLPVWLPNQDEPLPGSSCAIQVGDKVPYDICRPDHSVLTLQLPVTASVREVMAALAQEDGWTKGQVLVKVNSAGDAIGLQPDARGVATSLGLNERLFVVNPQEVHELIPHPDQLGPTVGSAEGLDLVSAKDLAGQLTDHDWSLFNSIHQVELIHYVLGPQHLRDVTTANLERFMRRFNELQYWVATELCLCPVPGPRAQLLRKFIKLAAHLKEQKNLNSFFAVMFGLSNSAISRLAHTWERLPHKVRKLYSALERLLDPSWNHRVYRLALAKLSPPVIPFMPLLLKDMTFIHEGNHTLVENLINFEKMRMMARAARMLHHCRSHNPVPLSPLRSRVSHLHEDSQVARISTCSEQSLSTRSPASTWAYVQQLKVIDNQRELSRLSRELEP
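Nucleotide exchange by EPAC1 (100 nM) on Rap1B–BODIPY-GDP (250 nM) in the presence of 50 uM GDP is tracked fluorescently at 480/540 nm over 30 min. Signals are normalized to a 6.5 mM cAMP control.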
EPAC2 antagonist – qHTS for Antagonist of cAMP-regulated guanine nucleotide exchange factor 2 (EPAC2): primary screen; 360,000 tested, 0.18% active; Potency, µM (titrated, usually from 114 µM), for inactives: at the highest dose activity, negative = inhibition, most hits filed as inhibitors; AID 720708, 2013; Rap guanine nucleotide exchange factor 4 (Homo sapiens), Q8WZA2; EPAC2 GEF exchange of Rap1B-BODIPY-GDP, fluorescence; also: % is scaled to controls: 0 for no effect and ±100 for the full control effect; nearly all actives have a fitted effect of over 45% in size; many of its hits are not listed in these tables
EPAC1 antag – qHTS for Antagonist of cAMP-regulated guanine nucleotide exchange factor 3 (EPAC1): primary screen; AID 720709, 2013; 360,000 tested, 0.14% active; EPAC1 GEF assay, Rap1b-BODIPY-GDP exchange fluorescence; Potency, µM (series often up to 115 µM), inactives show top-dose activity change, negative = inhibition, most hits filed as inhibitors; Rap guanine nucleotide exchange factor 3 (Homo sapiens), O95398;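 also: plate controls were vehicle for no effect and positive control for full effect; nearly all actives have a fitted effect of over 50% in size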
PTHR1 ag – qHTS for PTHR1 Agonists: Primary Screen. Potency, µM (series often up to 115 µM), for inactives: top-dose activation, actives largely listed as activators. HEK293 GP2 PTHR1 cells, GloSensor cAMP luminescence, 1 h. Parathyroid hormone/parathyroid hormone-related peptide receptor (Homo sapiens), Q03431. AID 743266, 2014. 410,000 tested, 0.075% active; also: nearly all actives have a fitted effect of over 55% in size; some results filed as inactive show a strong effect at the top dose; inactives centre near -15; many of its hits are not listed in these tables
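HEK-293-derived GP2 cells expressing PTHR1 and a GloSensor cAMP reporter, 3,000/well, plated overnight, given luciferin plus IBMX (each 0.5 mM as added) for 1 h at 37 °C, then compound for 1 h at 37 °C. Luminescence was read after 15 min at room temperature.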
EPAC2 ag – qHTS for Agonist of cAMP-regulated guanine nucleotide exchange factor 4 (EPAC2): primary screen | EPAC2 activation, biochemical qHTS; response scale: 100% = 6.5 mM cAMP response | Potency, µM (titrated, usually from 154 µM), without a hit: at the top dose activation, actives largely listed as activators | 360,000 tested, 0.079% active; also: nearly all actives have a fitted effect of over 50% in size
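Readout is BODIPY fluorescence (480 nm excitation, 540 nm emission), which falls as labeled GDP is exchanged off Rap1B. EPAC2 at 100 nM acted on 250 nM RAP1B-BODIPY-GDP with 50 uM GDP present.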
aSyn rescue – qHTS of alpha-syn Inhibitors; 370,000 tested, 0.14% active; Potency, µM (doses to about 46.1 µM), inactives show at the highest dose growth rescue (activation), most hits filed as activators; Yeast expressing alpha-synuclein, growth rescue, BacTiter-Glo, 24 h; also: % of control where 0% means no effect; nearly all actives have a fitted effect of over 65% in size
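Galactose-induced alpha-syn yeast (OD600=0.02, raffinose-pregrown) + pinned cpd, 24 hr, 30 deg C; growth by BacTiter-Glo luminescence. Growth restoration scores as activation.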
FUS suppressor – qHTS for Suppressors of FUS Proteinopathy: Primary screen using FUS-linked yeast assay; AID 1347120, 2019; 390,000 tested, 0.24% active; S. cerevisiae FUS-expressing, growth rescue, OD600, 24 h; Potency, µM (series often up to 76.6 µM), without a hit: at the highest dose growth rescue (activation), actives largely listed as activators;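 also: plate controls were DMSO vehicle for no effect and reference control for full effect; nearly all actives have a fitted effect of over 55% in size; some results filed as inactive show a strong effect at the top dose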
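Read-out: OD at 600 nm after 24hr at 30C, reporting rescue of FUS-induced yeast toxicity. Cells at OD 0.005 in galactose (2%) minimal medium; compounds tested in a dilution series; CP55940 titration from 92uM final as control.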
* = called active by the depositor; i = inactive; ? = inconclusive; nt = no result given; [ ] = another dose, or the depositor's remark. Calls follow the shape of the dose curve; as a rule, active = well fitted curve in the direction sought with a large enough effect; inconclusive = small, poorly fitted or top-dose-only effect, or another doubt; inactive = no such curve, though single readings can be large; an effect the other way counts as inactive or inconclusive. Potency is read from the fitted curve at half-maximal effect.

Sample of the layout, 2 compounds:
SMILES	TDP43 rescue	EPAC1 agonist	EPAC2 antagonist	EPAC1 antag	PTHR1 ag	EPAC2 ag	aSyn rescue	FUS suppressor
CC(C)Oc1ccc(C(=O)NC2CCN(Cc3ccccc3)CC2)cc1	-17%	9%	3%	4%	-1%	12%	2%	9%
C=CCn1c(SCc2cc(=O)n3ccsc3n2)nnc1C1CCCCC1	-14%	-1%	12%	7%	-13%[57.5 µM]	4%	-3%	28%

The whole of this part, previewed entries included:
SMILES	TDP43 rescue	EPAC1 agonist	EPAC2 antagonist	EPAC1 antag	PTHR1 ag	EPAC2 ag	aSyn rescue	FUS suppressor
CC(C)Oc1ccc(C(=O)NC2CCN(Cc3ccccc3)CC2)cc1	-17%	9%	3%	4%	-1%	12%	2%	9%
C=CCn1c(SCc2cc(=O)n3ccsc3n2)nnc1C1CCCCC1	-14%	-1%	12%	7%	-13%[57.5 µM]	4%	-3%	28%
NC(=O)Cn1cnc2nc3n(c2c1=O)CCC3	21%	1%	9%	6%	i	2%	-5%	-19%
CCOC(=O)c1sc(NC(=O)CNC(=O)Cn2cnc3sc(C)c(C)c3c2=O)nc1C	-2%	-3%	-2%	-8%	-14%	-1%	-2%	nt
CC1(c2ccccc2Cl)NC(=O)N(CC(=O)Nc2ccc(N3CCOCC3)cc2)C1=O (centres undefined)	14%	0%	6%	16%	i	3%	2%[1.84 µM]	9%
CC(=O)c1cn(CCC(C)C)c(=O)[nH]c1=O	7%	0%	1%	6%	-23%	9%	-3%	-12%
CCn1cc(/C=N/NC(=O)c2ccc3c(c2)OCO3)cn1	9%	-3%	7%	-19%	-4%	5%	-1%	-7%
COc1ccccc1CCC(=O)OCC(=O)Nc1c(Br)cc(C)cc1Br	-10%	2%	-7%	-10%	0%	14%	-14%	-2%
Cc1ccc(C2=NN(C(=O)c3cccs3)C(c3ccccc3O)C2)cc1 (centres undefined)	10%	3%	-13%	5%	-61%[inhibitor]	-3%	6%	-14%
O=C(Cn1cnc2ccccc2c1=O)N1CCc2ccccc2C1	-3%[0.397 µM]	3%	2%	2%	i	4%	1%	11%
COc1ccc(C(=O)NCCS(=O)(=O)NC2CCCC2)cc1	3%	-3%	9%	-14%	i	6%	2%	-6%
CC(C)(C)CC(C)(C)NC1=CC(=O)OC12CCCCC2	-16%	-7%	7%	-3%	0%[57.5 µM]	-1%	0%	8%
CC(=O)N1CCOc2ccc(S(=O)(=O)N3CCC(C(=O)NCc4ccccc4)CC3)cc21	-2%	2%	6%	18%	-13%	0%	-3%	8%
CCN1C(=NCc2ccc(OC)cc2)N[C@@H](c2ccccc2)C(C(=O)OC)=C1C	2%	12%	14%	10%	-16%	1%	0%	-19%
CC(=O)Nc1cccc(OCC(=O)Nc2ccccc2)c1	10%	1%	4%	0%	i	-1%	1%	3%
CCOC(=O)c1ccc(NS(=O)(=O)c2cnc[nH]2)cc1	-10%	4%	-10%	-18%	i	8%	4%	17%
O=C(NCCc1ccc(C(F)(F)F)cc1)c1ccc(Cl)nc1	-7%	0%	1%	-1%	-19%	-3%	0%	15%
Cc1csc(SCC(=O)Nc2nnc(C)s2)n1	-9%	4%	4%	-14%	i	14%	-4%	20%
COC(=O)CNC(=O)CSc1nc2c(sc(=S)n2-c2ccccc2)c(=O)[nH]1	-18%	9%	-13%	-2%	i	1%	-5%	-3%
Cc1ccc(-n2nc3c(=O)n(CCCC(=O)N4CCC(C)CC4)nc(C)c3c2C)cc1	-2%	-3%	-5%	3%	i	10%	2%	18%
CC(NC(=O)C(c1ccccc1)c1ccccc1)C(=O)O (centres undefined)	-19%	0%	9%	17%	-1%[57.5 µM]	4%	-3%	16%
Cc1ccc(S(=O)(=O)NCC(=O)N(CC(=O)NC2CCCCC2)Cc2ccco2)cc1	-12%	-3%	-7%	-19%	6%	6%	-2%	-9%
Cc1ccc(CNc2ccc3c(c2)OCO3)cc1	-24%	2%	9%	9%	-4%[57.5 µM]	-7%	-7%	?
C/C=C\C=C\C(=O)Nc1cccc(C2=NOC3(C2)C[C@@H](C(N)=O)N(C(=O)C(c2ccccc2)c2ccccc2)C3)c1 (some centres undefined)	8%	-20%	4%	-19%	i	-10%	4%	32µM*
O=C(CNC(=O)c1nc[nH]c1C(=O)NCC(=O)OCc1ccccc1)OCc1ccccc1	10%	-11%	5%	-3%	-2%	-5%	-2%	-1%
(listing goes on)
SMILES	TDP43 rescue	EPAC1 agonist	EPAC2 antagonist	EPAC1 antag	PTHR1 ag	EPAC2 ag	aSyn rescue	FUS suppressor
CC(C)NS(=O)(=O)c1ccc(CCC(=O)NCc2cccnc2)cc1	3%	-5%	-11%	-4%	7%[57.5 µM]	3%	0%	-1%
COc1ccc(OC)c(S(=O)(=O)N2CCCCC2C(=O)O)c1 (centres undefined)	-17%	-2%	10%	3%	i	-9%	-2%	42%
COc1ccc(NC(=O)CN(C)C(=O)C2CC(=O)N(CCc3ccc(OC)c(OC)c3)C2)cc1 (centres undefined)	-3%	1%	1%	5%	i	16%	1%	4%
COC(=O)C(C)N(C(=O)c1cccc(Cl)c1)c1c(C)cccc1C (centres undefined)	-19%	0%	-9%	-19%	-27%	3%	18%	26%
COc1ccc(OC)c(Cc2nnc(CCC(=O)NC3C4CC5CC(C4)CC3C5)o2)c1 (centres undefined)	3%	-5%	4%	-4%	-3%	5%	0%	30%
Cc1nc2nc(NC(=O)c3ccco3)nn2c(C)c1Cl	12%	0%	4%	14%	-1%	5%	2%	-7%
O=C1Cc2ccccc2C(c2ccccc2)N1 (centres undefined)	-20%	2%	19%	12%	i	3%	1%	-7%
CC1CCC(NC(=O)C2CCN(c3c4c(nc5ncnn35)CCC4)CC2)CC1 (centres undefined)	-9%	16%	1%	7%	-24%	3%	-2%	-1%
O=C(CN1C(=O)c2ccccc2C1=O)Nc1ccc(S(=O)(=O)N2CCOCC2)cc1	-10%	15%	4%	12%	i	15%	-1%	7%
COc1cc(/C=C/C(=O)O)cc(S(=O)(=O)Nc2ccc3c(c2)OCO3)c1OC	nt	-15%	17%	?	-24%	-4%	-6%	29%
O=C(NC(C(=O)c1ccccc1)n1cnccc1=O)c1ccccc1 (centres undefined)	9%	9%	3%	-22%	-22%	-2%	2%	-59%[inhibitor]
O=C(NCCCN1CCCC1=O)NC12CC3CC(CC(C3)C1)C2	-8%	-2%	8%	18%	-24%	-3%	2%	10%
CCN(CC)c1ncnc2c1ncn2[C@H]1CN(Cc2ccc(F)cc2)C[C@@H](CO)O1	19%	-6%	-4%	-4%	i	3%	1%	-4%
Cc1cc(C2=NNC(=NC3CCCCC3)SC2)c(C)n1-c1c(C)n(C)n(-c2ccccc2)c1=O	8%	-24%	2%	0%	i	-3%	2%	?
COc1ccccc1NC(=O)CN1CCN(CC(=O)Nc2ccc(F)c(F)c2)CC1	-3%	nt	nt	nt	-35%[inhibitor]	nt	-25%	-18%
COc1ccccc1CNC(=O)CN1CCN(S(=O)(=O)c2cccs2)CC1	4%	10%	-4%	-8%	i	4%	3%	5%
CCc1nc2c(OCCC3CCCCC3)cccn2c1N(C)C(=O)C1CC1	13%	7%	-9%	-9%	-9%	11%	0%	5%
Cc1cccc(-n2c(SCC(=O)NCc3ccco3)nc3ccccc3c2=O)c1	-13%	-1%	-3%	-2%	-12%[57.5 µM]	0%	4%	27%
CN(CC(=O)Nc1ccccc1Cl)CC(=O)Nc1sc2c(c1C(N)=O)CCC2	-10%	11%	-7%	-8%	-12%	9%	1%	?
CC[C@H](C)[C@@H](C(=O)NCCCCCCCCCCC(=O)N1CCN(C(=O)OC(C)(C)C)CC1)n1cc(CCCCCNC(=O)OC(C)(C)C)nn1	-1%	-18%	-10%	-15%	i	-5%	-4%	44%
c1ccc(-c2nc(N3CCOCC3)cc(N3CCOCC3)n2)cc1	10%	-5%	8%	0%	-7%	-1%	6%	-3%
O=C(CCNC(=O)c1ccccc1)NC1CCCc2ccccc21 (centres undefined)	5%	-49%[inhibitor]	0%	2%	-8%	1%	-1%	3%
Cc1ccc(C(=O)Nc2cccnc2)cc1S(=O)(=O)N1CCCCCC1	-3%	-6%	11%	1%	-31%[inhibitor]	4%	1%	nt
CC(C)(C)OC(=O)COc1ccc(/C=N/NC(=O)CN2CCCCC2)cc1	9%	-13%	-5%	15%	i	-6%	1%	-8%
COCC(=O)N1CCC2CC1c1cc(Cl)ccc12 (centres undefined)	26%	5%	-21%	8%	-1%	0%	-3%	-6%
(more compounds)
SMILES	TDP43 rescue	EPAC1 agonist	EPAC2 antagonist	EPAC1 antag	PTHR1 ag	EPAC2 ag	aSyn rescue	FUS suppressor
COc1ccc(-n2c(C)cc(/C=C3\SC(=O)NC3=O)c2C)cc1	-19%	-12%	-1%	?	0%	2%	0%	?
CCCCC1(C)OC(=O)C(=Cc2c[nH]c3ccccc23)C(=O)O1 (centres undefined)	-7%	-6%	16%	19%	-13%	23%	7%	16%
CCS(=O)(=O)N1Cc2ccccc2CC1C(=O)NCc1cccc(OC)c1 (centres undefined)	7%	-9%	11%	0%	-16%	-5%	4%	-1%
COc1cc(C(=O)Nc2ccccc2SCc2cc(=O)n3nc(C)sc3n2)cc(OC)c1OC	11%	4%	-2%	-11%	i	6%	-8%	5%
CCOC(=O)N1CCN(CC(=O)n2c(C)c(C)c3ccccc32)CC1	10%	0%	0%	-5%	i	1%	0%	15%
CCCCC(=O)NC(=S)Nc1cc([N+](=O)[O-])ccc1OC	7.1µM*	8%	-5%	-11%	-13%	0%	-15%	-3%
CC(C)c1ccc(NC(=O)COC(=O)COc2ccccc2)cc1	-5%	-1%	-7%	-28%	i	5%	-1%	0%

Single records (already shown). Order of values: TDP43 rescue, EPAC1 agonist, EPAC2 antagonist, EPAC1 antag, PTHR1 ag, EPAC2 ag, aSyn rescue, FUS suppressor
`CCCCC(=O)NC(=S)Nc1cc([N+](=O)[O-])ccc1OC` is entered as 7.1µM*, 8%, -5%, -11%, -13%, 0%, -15%, -3%
`CCS(=O)(=O)N1Cc2ccccc2CC1C(=O)NCc1cccc(OC)c1` (centres undefined) is entered as 7%, -9%, 11%, 0%, -16%, -5%, 4%, -1%

Source: PubChem BioAssay

This is a subset; count on the stated rates, not on these rows.
